Screening results (PubChem)
Eya2 phos inh: inhibitors of human Eya2 phosphatase activity. O00167. recombinant Eya2, OMFP fluorescence dephosphorylation (OMFP is methylfluorescein phosphate). Potency, µM (titrated, usually from 76.9 µM), for the others: at the highest dose activity, negative = inhibition, hits mostly inhibitors. actives 0.006% (n = 330,000). AID 488837; note: potency is the fitted concentration of half-maximal effect
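Eya2 protein (added as 0.2 uM solution) was preincubated with compound for 10 min at ambient temperature in 50 mM HEPES pH 7.5, 50 mM NaCl, 5 uM MgCl2, 0.05% BSA, 1 mM DTT. OMFP (added at 50 uM) then reacted 10 min; fluorescence read at 485/525 nm.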
hERG WT inh: blocks the wildtype human KCNH2 potassium channel | Q12809 | U2OS, BacMam KCNH2, thallium flux FluxOr; stronger effect = lower value | activity change, % at 1.84 µM | actives 0.37% (n = 340,000) | AID 720551;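 active = maximum activity change below -70%; inconclusive = maximum activity change between -70% and -50%; inactive = maximum activity change above -50%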
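U2OS cells were transduced with wild-type KCNH2 virus (2.03 x 10^8 / mL) for 4 h at room temperature, then cultured overnight at 37 C. Thallium flux was read with FluxOr dye. Rate constants were normalized to DMSO controls.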
uPA generation: inhibitors of cell surface uPA generation; cell surface uPA generation assay, qHTS; Potency, µM (top dose mostly 38.3 µM), for the others: at the top dose activity change, negative = inhibition, hits mostly inhibitors; actives 0.31% (n = 330,000); AID 540303; active = well fitted inhibition curve with a large enough effect; inconclusive = small, poorly fitted or top-dose-only effect; inactive = no such curve, though single readings can be large or run the other way; tested in mouse RAW 264.7 cells; note: potency is the fitted concentration of half-maximal effect; nearly all actives have a fitted effect of over 55% in size
B2AR arrestin: agonists driving beta-arrestin recruitment to human beta2-adrenergic receptor | P07550 | beta-arrestin recruitment to beta2AR, cell-based reporter | Potency, µM (titrated, usually from 46.1 µM), inactives show top-dose activation, actives largely listed as activators | actives 0.02% (n = 330,000) | AID 492947;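 note: potency is the fitted concentration of half-maximal effect; 0% = DMSO controls and full agonism = EC100 isoproterenol or metaproterenol; nearly all actives have a fitted effect of over 65% in size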
GALK inhibitor: inhibitors of human galactokinase; P51570; Purified GALK, Kinase-Glo residual ATP luminescence; Potency, µM (highest dose often 57.5 µM), for inactives: top-dose activity change, negative = inhibition, hits mostly inhibitors; actives 0.007% (n = 270,000); AID 1868; note: potency is the fitted concentration of half-maximal effect
Target sequence (P51570 whole entry, looked up): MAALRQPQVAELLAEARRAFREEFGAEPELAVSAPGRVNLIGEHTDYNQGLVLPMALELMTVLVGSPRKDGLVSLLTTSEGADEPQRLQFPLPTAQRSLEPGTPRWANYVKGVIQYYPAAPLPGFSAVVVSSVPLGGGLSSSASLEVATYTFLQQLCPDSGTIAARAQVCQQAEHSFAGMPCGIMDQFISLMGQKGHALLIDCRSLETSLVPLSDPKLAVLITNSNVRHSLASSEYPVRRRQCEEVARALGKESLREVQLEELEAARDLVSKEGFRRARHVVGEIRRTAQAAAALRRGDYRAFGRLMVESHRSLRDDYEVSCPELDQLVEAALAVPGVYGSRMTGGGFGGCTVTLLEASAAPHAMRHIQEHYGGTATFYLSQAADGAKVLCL
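The enzyme phosphorylates galactose (100 uM) using ATP (35 uM); inhibition is detected as higher residual ATP, quantified by bioluminescence after 1 h reaction at room temperature, pH 8.0.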
KCNH2 3.1 inh: KCNH2 3.1 (human) potassium channel inhibition; activity change, % (tested at about 1.8 µM); U2OS KCNH2 3.1, thallium flux FluxOr; stronger effect = lower value; AID 720553; actives 0.95% (n = 340,000);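 active = maximum activity change below -70%; inconclusive = maximum activity change from -70% to -50%; inactive = maximum activity change above -50%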;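 note: thallium influx rate constant from kinetic fluorescence after stimulation buffer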
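Virally transduced U2OS (3.1 isoform, 4 h infection in dark at RT) → overnight 37 C → FluxOr + Red40 in HBSS/HEPES, 45 min → stimulation buffer, 2 min kinetic read → rate constant vs DMSO controls.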
PKM2 activator: PKM2 (human) enzyme activation; P14618; purified PKM2, Kinase-Glo ATP luminescence, activation; response scale: 0% is enzyme alone, no compound; Potency, µM (series often up to 57.5 µM), for inactives: at the top dose activation, hits mostly activators; actives 0.34% (n = 260,000); AID 1631; note: potency is the fitted concentration of half-maximal effect; nearly all actives have a fitted effect of over 55% in size
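Kinase-Glo luminescence reports ATP generated from ADP (0.1 mM) and PEP (0.5 mM) by purified hPK-M2 after 1 h at room temperature, pH 7.2 imidazole buffer; intermediate enzyme activity allows detecting inhibitors and activators.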
FBPA coupling cs: inhibits coupling enzyme system, counter-screen for aldolase hits; coupling enzyme system counterscreen, AmpLite Red fluorescence; activity change, negative = inhibition, % at 58.2 µM, hits read low; actives 0.67% (n = 290,000); in the data active = activity change below about -30%
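Compounds tested against the coupling enzymes alone at 57.5 uM final; readout was AmpLite Red fluorescence (525/598 nm) after 20 min at RT.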
USP2a block: USP2a (human) protease inhibition; O75604; USP2 core, Ub-CHOP2 coupled fluorogenic reporter, 485/531; Potency, µM (series often up to 38.3 µM), inactives show at the highest dose activity change, negative = inhibition, actives largely listed as inhibitors; actives 0.01% (n = 330,000); AID 463254;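 note: potency is the fitted concentration of half-maximal effect; plate controls were DMSO wells for no effect and full inhibition by NEM control for full effect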
Target sequence (O75604 whole entry, looked up): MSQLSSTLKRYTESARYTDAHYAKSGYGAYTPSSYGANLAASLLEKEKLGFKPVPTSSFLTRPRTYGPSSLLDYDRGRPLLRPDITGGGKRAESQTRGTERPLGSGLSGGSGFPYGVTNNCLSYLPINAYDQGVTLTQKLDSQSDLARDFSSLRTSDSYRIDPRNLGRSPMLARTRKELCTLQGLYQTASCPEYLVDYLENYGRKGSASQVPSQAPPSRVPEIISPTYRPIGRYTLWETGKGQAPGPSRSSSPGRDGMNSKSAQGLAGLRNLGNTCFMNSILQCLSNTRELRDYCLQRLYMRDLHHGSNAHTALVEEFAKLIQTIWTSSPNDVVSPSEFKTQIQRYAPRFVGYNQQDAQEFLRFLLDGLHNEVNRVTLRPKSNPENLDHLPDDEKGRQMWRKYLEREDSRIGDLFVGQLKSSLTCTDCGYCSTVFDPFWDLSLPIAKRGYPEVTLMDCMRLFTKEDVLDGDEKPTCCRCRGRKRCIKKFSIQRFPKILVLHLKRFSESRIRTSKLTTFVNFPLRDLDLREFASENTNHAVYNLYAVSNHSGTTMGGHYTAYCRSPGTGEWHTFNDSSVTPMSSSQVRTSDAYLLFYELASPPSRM
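Cell-free coupled assay: 10nM USP2 core preincubated 30min RT with compound in Tris-HCl pH 8.0/CaCl2/CHAPS buffer, then 25nM Ub-CHOP2 and 25nM reporter substrate; fluorescence (Ex 485/Em 531) read after 60min RT, normalized to NEM inhibition, concentration-response curves fitted.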
Chronic BCR inh: chronic active BCR signaling inhibition. ABC-DLBCL IkBa-CBG/CBR reporter, luminescence ratio, 4 h. Potency, µM (titrated, usually from 46.1 µM), without a hit: top-dose ratio change, negative = lower green/red ratio, most hits filed as inhibitors. actives 0.05% (n = 340,000). AID 493014; active = well fitted inhibition curve with a large enough effect in the signal ratio, with a control signal flat, not every such curve was filed as active; inconclusive = small, poorly fitted or top-dose-only effect, or effect the other way, or a change in a side signal; the % refers to the signal ratio;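 note: potency is the fitted concentration of half-maximal effect; plate controls were basal doxycycline-induced cells for no effect and cells given 10 µM MG132 for full effect; MG132 reads +100%, hits lower the ratio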
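TMD8 human ABC-DLBCL cells with doxycycline-inducible IκBα–green luciferase fusion and unfused red luciferase, in 0.5% FBS medium; compounds up to 46 uM, 4 h at 37C. Green/red luminescence ratio, filter-overlap corrected, fitted to concentration-response curves.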
Giardia killer: kills Giardia lamblia | AID 540267 | Giardia lamblia trophozoite viability | actives 0.15% (n = 340,000) | activity change, % at 7.66 µM, hits read low; in the data active = activity change below about -80%; inconclusive = between about -30% and that limit;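 note: parasites exposed to compound for two days anaerobically before the ATP read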
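Killing of trophozoites was scored by loss of ATP luminescence after a 48 hrs anaerobic exposure to compounds at 37 deg C, using 100 cells per well.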
Starred values were filed as active, the others as inactive; i = inactive; ? = inconclusive; . = no result given; & = joins results of further samples; [ ] = another dose, or the depositor's remark. Unless noted, calls come from the whole dose curve; as a rule, active = well fitted curve in the direction sought with a large enough effect; inconclusive = small, poorly fitted or top-dose-only effect, or another doubt; inactive = no such curve, though single readings can be large; an effect the other way counts as inactive or inconclusive. Unless noted, % is set by controls: 0 for no effect and ±100 for the full control effect.

SMILES	Eya2 phos inh	hERG WT inh	uPA generation	B2AR arrestin	GALK inhibitor	KCNH2 3.1 inh	PKM2 activator	FBPA coupling cs	USP2a block	Chronic BCR inh	Giardia killer
CCOC(=O)c1cnc(SCC(=O)Nc2ccccc2C(=O)OC)nc1N	-2%	-14	-5%	-0.6%	-2%	-4	0%	1	0%	-10%	-16
CCCCN(CCCC)CCn1cnc2c([nH]c3ccc(OC)cc32)c1=O	0%	5	-3%	-0.1%	0%	2	9%	1	1%	?	-12
CCN(CC)S(=O)(=O)c1cc(NC(=O)[C@@H](NC(N)=O)C(C)C)ccc1C	18%	4	0%	-0.3%	5%	7	.	2	0%	-2%	-15
CCCC(=O)N/C(N)=N/c1nc(C)c2cc(C)ccc2n1	-2%	-3	5%	0.1%	5%	-8	-2%	-5	1%	?	7
O=C(Nc1cccc(Cl)c1N1CCCCC1)c1ccc(N2CCOCC2)c([N+](=O)[O-])c1	3%	6	3%	-0.2%	.	6	-7%	-3	1%	5%	21
CN(C)/C=C(\C#N)C(=O)N/N=C/c1ccc(F)cc1	8%	-2	-2%	0.0%	12%	3	3%	0	3%	-12%	-4
CCN1CCc2c(sc(NC(=O)c3ccc(S(=O)(=O)N4CCCCCC4)cc3)c2C(=O)NC)C1	11%	2	-4%	-0.5%	5%	.	-1%	.	-1%	-16%	-15
O=C(COC(=O)c1cc(Cl)cc(Cl)c1)NCc1ccco1	1%	30	11%	0.0%	.	-4	.	.	2%	-3%	-26
Nc1ccc(C23CC4CC(CC(C4)C2)C3)cc1	0%	1	3%	0.0%	1%	-2	5%	-3	3%	6%	-2
CC(=O)N/N=C(\C)CC(=O)NC(C)(C)C	-6%	-3	2%	6.2%	1%	-1	-2%	1	0%	?	-7
Cc1cc(C)c(C(N)=O)c(SCC(=O)c2ccc(Cl)cc2)n1	10%	0	-4%	-0.2%	-2%	-23	0%	0	1%	4%	-16
CC(=O)OC(C(=O)Nc1ccccc1)C(C)S(=O)(=O)c1ccccc1 (configuration not stated)	-5%	-2	-12%	-0.3%	3%	19	-5%	0	2%	1%	4
COc1ccccc1-c1coc2c(CN(C)C)c(O)ccc2c1=O	1%	10	7%	0.6%	0%	-21	3%	-2	0%	7%	40[activator]
COc1ccccc1CNCc1cc(Br)ccc1OC	2%	-9	-5%	-0.2%	-1%	-17	-6%	2	-6%	?	-4
Cn1c(N)c(C(=O)CSc2nc(C3CC3)n(-c3ccccc3)n2)c(=O)[nH]c1=O	3%	1	20%	0.0%	.	7	.	.	3%	0%	4
O=C(CCCC(=O)NCCc1ccccc1)NCCc1ccccc1	10%	2	0%	-2.1%	0%	4	-4%	0	3%	-1%	-18
Cc1c[n+](CC(=O)c2ccccc2)cs1	13%	5	1%	-0.6%	5%	46	4%	0	-1%	3%	-18
COc1ccc(/C=C2\SC(=S)N(c3cccnc3)C2=O)cc1	-23%	-17	7%	-0.8%	0%	-15	4%	1	1%	?	22
O=C(CSc1nnc(Nc2ccccc2)s1)NC1CCCC1	3%	-6	4%	0.1%	.	-4	.	.	5%	-1%	-10
C/C(=N/Nc1ncc(Br)cn1)c1ccc([N+](=O)[O-])cc1	1%	-3	-10%	0.2%	-1%	1	1%	0	-2%	?	8
Cc1ccc(N2CC(NS(=O)(=O)c3cccs3)CC2=O)cc1 (configuration not stated)	15%	6	0%	0.2%	.	-18	.	.	-1%	-10%	2
CCN(CC)CCN1C(=O)C(=O)/C(=C(/O)c2ccncc2)C1c1ccccc1F (configuration not stated)	1%	-9	-1%	-0.3%	0%	-1	-1%	2	-4%	1%	-24
COC(=O)c1ccccc1NC(=O)c1sc(N)nc1C	6%	-1	-6%	0.0%	3%	-1	0%	3	0%	?	-1
CSc1ccc(/C=N/N(C)S(=O)(=O)c2ccc(C)cc2)cc1	-6%	18	-5%	-0.2%	1%	-1	.	-1	-5%	5%	11
O=C(Nc1cc(-c2ccccc2)[nH]n1)c1ccc(Cl)cc1	1%&3%	-7	?	0.2%&0.0%	-1%&-1%	6	1%&6%	-1&3	-1%&1%	?	5
CCOC(=O)c1ccc2c(c1)n(CC)c(/C=C/N(C)c1ccccc1)[n+]2CC	1%	12	-6%	0.3%	2%	-5	-2%	-1	0%	?	-8
O=C(c1ccccc1)c1c2c(cc3sc4ccccc4[n+]13)-c1cccc3cccc-2c13	5%	4	0%	-0.5%	1%	-33	-4%	0	4%	?	0
COP(=O)(OC)c1nc(-c2cccc3ccccc23)oc1NCCc1ccccc1	-6%	-4	6%	-0.6%	0%	-20	-6%	-1	-1%	0%	-14
Cc1ccc(C(=O)C(C)OC(=O)c2n[nH]c(=O)c3ccccc23)cc1 (configuration not stated)	11%	0	2%	-0.3%	1%	2	14%	0	1%	0%	5
CCc1ccc(NC(=O)c2noc3c2CCCCC3)cc1	4%	-9	.	0.1%	7%	-8	-3%	1	3%	2%	-1
O=C(NCCN1CCCCCC1)c1ccc(N2CCCC2=O)cc1	-25%	-18	10%	-0.1%	-1%	-3	4%	2	2%	?	-4
O=C(CSc1nc2ccccc2c(=O)n1NC(=O)c1ccccc1)c1ccc(Cl)cc1	11%	-11	-9%	0.0%	-3%	0	5%	1	-1%	-2%	2
CCOc1ccc2oc(C(=O)N3CCN(c4ccccc4OCC)CC3)c(C)c2c1	0%	1	3%	0.4%	.	7	.	.	-1%	0%	12
Cc1cccc(/C(N)=N/OC(=O)C23CC4CC(CC(C4)C2)C3)c1	-3%	-4	-1%	-2.3%	.	0	-1%	0	3%	3%	-7
Clc1ccc(OCCNCCc2ccccc2)cc1	-11%	35	10%	0.1%	-3%	-9	-1%	0	-3%	-3%	-23
CC(C)(C)c1ccc(C(=O)NCCC(=O)N2CCC3(CC2)NCCc2[nH]cnc23)cc1	-2%	2	4%	0.0%	1%	-5	.	3	2%	0%	-4
O=C(CN1CCN(c2ncccn2)CC1)N1CCCc2c1c(=O)oc1ccc(O)cc21	-7%	9	-7%	4.3%	-4%	-3	-5%	2	0%	2%	-1
CCOc1cc(CNCCSc2nnnn2C)cc(Br)c1OCc1ccccc1	-11%	0	1%	-0.2%	-2%	-10	0%	0	0%	15%	5
O=C(O)c1ccccc1-c1ccc(/C=C/c2cc(C(F)(F)F)[nH]c(=O)n2)o1	?	i	0%	0.1%	3%	0	-3%	2	?	?	22
CC(Sc1nc2ccccc2c(=O)n1CC1CCCO1)C(=O)Nc1ccc(S(N)(=O)=O)cc1 (configuration not stated)	-9%	10	-6%	-0.6%	.	7	.	.	0%	?	-6
CCOC(=O)c1c(-c2ccc(OC)cc2)csc1NC(=O)CSc1ccccc1	-8%	9	5%	0.4%	-2%	-6	-2%	-3	1%	19%	-16
O=C(NNC(=S)NCCc1ccccc1)c1ccc(Br)s1	-27%	2	-1%	-0.5%	-1%	1	-1%	3	2%	0%	6
COc1ccc(CCNC(=S)N2CCN(S(=O)(=O)c3ccc(C)cc3)CC2)cc1	17%	3	-1%	-1.4%	.	-2	.	.	0%	0%	-3
O=c1c(NCCc2ccccc2)c(-c2ccccc2)c1=O	2%	-5	-1%	-0.3%	.	6	.	-1	0%	2%	15
CC(C)C(=O)Nc1nnc(-c2ccccc2)o1	15%	2	-16%	0.5%	1%	11	-5%	4	0%	4%	8
CCCNS(=O)(=O)c1ccc(OCC(=O)N2CCCC2)cc1	8%	3	-1%	-0.3%	-1%	9	2%	0	4%	0%	6
O=C(Nc1cccnc1Cl)c1cc(-c2ccc(F)cc2)on1	1%	-2	0%	0.0%	0%	-4	-8%	1	1%	?	-1
Cc1ccc(CNC(=O)c2cncc(Br)c2)cc1	6%	5	6%	-0.4%	-1%	-28	0%	0	3%	4%	21
COC(=O)c1c(N2C(=O)[C@H]3[C@@H](C2=O)[C@]2(C(=O)Nc4c2ccc(C)c4C)N2CCC[C@@H]32)sc(C)c1C	7%	4	-3%	-0.1%	-2%	-14	7%	-3	5%	-11%	19
Cc1ccc2nc(C3CCCN(C(=S)Nc4ccccc4C)C3)[nH]c2c1 (configuration not stated)	-16%	4	-2%	-0.7%	2%	-2	-3%	1	1%	?	3
Cc1noc(C)c1C(=O)Nc1ccc(S(=O)(=O)N2CCCCC2)cc1	3%	-1	0%	-0.4%	5%	-9	2%	.	0%	0%	3
COc1ccc([C@H]2CC(=O)C=C(c3cc(OC)ccc3OC)C2)cc1	-4%	0	?	0.1%	.	8	.	.	1%	-5%	-9
Cc1occc1-c1nnc(SCC(=O)NCc2cccs2)n1-c1ccc(F)cc1	-9%	19	4%	-0.8%	2%	-23	8%	3	6%	1%	20
